# 697 NFkB inh – inhibitors of PMA/ionomycin-induced NF-kB reporter, 697 cells, primary screen, B-cell NF-kB inhibitor project, cell-based, luminescence, uHTS; 697 B-cell NF-kB luciferase reporter, 16 h; inhibition, % at 4 µM; AID 435022, 2010; actives 0.33% (n = 330,000); in the data active means inhibition above about 35%
# Gli-Sufu antag – Gli-Sufu pathway antagonists, primary screen, luciferase luminescence, Sufu-KO-LIGHT cells, uHTS; Sufu-KO-LIGHT fibroblasts, Gli luciferase reporter luminescence; inhibition, % at 5 µM; actives 0.74% (n = 340,000); AID 588413, 2011;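 active means inhibition above about 55%, limit read from the data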;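 further: 0% = DMSO-treated cells and 100% = wells with medium but no cells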
# HKDC1 inh – HKDC1 hexokinase inhibitors, primary screen, biochemical, fluorescence, uHTS. Q2TB90. recombinant HKDC1, G6PDH/diaphorase resazurin coupled fluorescence. inhibition, % at 20 µM. actives 0.16% (n = 340,000). AID 493160, 2011;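 active means inhibition above about 35% when tested at 20 µM, limit read from the data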;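 further: plate controls were DMSO wells with enzyme for no effect and DMSO wells lacking enzyme for full effect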
#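 Material – in-house recombinant HK5 (HKDC1) enzyme · Quantity – HKDC1 at 5 µg/mL · Buffer or medium – pH 8.0 Tris buffer with 10 mM MgCl2 · Reagent – glucose with 1 mM ATP · Dosing – single 20 µM dose · Times – reaction time 90 min, room temperature, protected from light · Technique – resorufin fluorescence at 613 nm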
# Apaf1 inhib – inhibitors of human Apaf-1 apoptosome, primary screen, biochemical, DEVD-Rh110 fluorescence, uHTS | Apoptotic protease-activating factor 1 (Homo sapiens), O14727 | reconstituted apoptosome caspase-3 activity | inhibition, % at 20 µM | actives 0.71% (n = 330,000); active means inhibition of at least 40% at 20 µM;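 further: plate controls were DMSO wells for no effect and DEVD-CHO caspase inhibitor wells for full effect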
# Target sequence (O14727 whole entry, looked up): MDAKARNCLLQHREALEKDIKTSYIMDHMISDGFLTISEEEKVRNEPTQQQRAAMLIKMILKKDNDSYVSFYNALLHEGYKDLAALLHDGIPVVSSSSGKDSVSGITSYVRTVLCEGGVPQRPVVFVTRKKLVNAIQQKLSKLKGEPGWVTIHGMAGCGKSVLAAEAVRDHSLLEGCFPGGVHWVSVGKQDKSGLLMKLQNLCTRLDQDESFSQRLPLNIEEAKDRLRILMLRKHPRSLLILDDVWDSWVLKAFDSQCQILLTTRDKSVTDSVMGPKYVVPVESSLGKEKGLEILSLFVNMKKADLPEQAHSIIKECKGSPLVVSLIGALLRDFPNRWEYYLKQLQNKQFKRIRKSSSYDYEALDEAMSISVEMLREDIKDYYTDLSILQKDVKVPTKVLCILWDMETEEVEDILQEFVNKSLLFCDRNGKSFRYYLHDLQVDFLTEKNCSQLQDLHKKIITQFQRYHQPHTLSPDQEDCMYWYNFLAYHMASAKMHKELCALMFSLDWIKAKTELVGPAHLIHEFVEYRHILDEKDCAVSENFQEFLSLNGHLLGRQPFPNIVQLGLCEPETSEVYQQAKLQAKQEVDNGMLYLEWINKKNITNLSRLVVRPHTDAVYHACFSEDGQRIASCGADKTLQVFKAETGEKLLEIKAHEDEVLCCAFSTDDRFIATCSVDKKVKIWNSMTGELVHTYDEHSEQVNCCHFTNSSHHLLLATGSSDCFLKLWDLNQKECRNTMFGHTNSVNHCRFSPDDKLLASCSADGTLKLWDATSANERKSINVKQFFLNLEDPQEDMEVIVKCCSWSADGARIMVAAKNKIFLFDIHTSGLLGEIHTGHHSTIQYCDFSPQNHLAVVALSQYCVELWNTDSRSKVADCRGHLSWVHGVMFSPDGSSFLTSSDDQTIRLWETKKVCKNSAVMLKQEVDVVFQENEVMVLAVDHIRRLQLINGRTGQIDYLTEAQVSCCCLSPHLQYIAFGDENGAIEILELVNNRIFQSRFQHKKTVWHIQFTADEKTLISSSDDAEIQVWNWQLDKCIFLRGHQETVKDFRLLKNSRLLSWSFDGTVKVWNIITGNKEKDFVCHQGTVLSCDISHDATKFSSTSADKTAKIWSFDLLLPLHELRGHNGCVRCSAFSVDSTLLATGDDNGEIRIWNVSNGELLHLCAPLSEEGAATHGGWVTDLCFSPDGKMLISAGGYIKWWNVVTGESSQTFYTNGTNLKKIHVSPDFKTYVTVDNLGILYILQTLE
#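 Assay system – apoptosome proteins · Medium – Hepes buffer, pH 7.5 · Also added – cytochrome c with DEVD-Rh110 · Timing – 30 min compound preincubation, 50 min activation, room temperature · Detection – Rh110 fluorescence, excitation 480 nm, emission 540 nm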
# Jurkat NFkB inh – inhibitors of induced NF-kB luciferase reporter, primary screen, TCR NF-kB activation inhibitor project, cell-based, luminescence, uHTS; Jurkat, PMA/ionomycin-induced NF-kB luciferase reporter; inhibition, % at 4 µM; actives 0.53% (n = 330,000); AID 435003, 2010
# SENP7 inh – SENP7 protease inhibitors, primary screen, biochemical, luminescence, uHTS. inhibition, % at 5 µM. recombinant SENP7, Z-RLRGG-aminoluciferin luminescence, 40 min. Sentrin-specific protease 7 (Homo sapiens), Q9BQF6. AID 434973, 2010. actives 1.5% (n = 330,000);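 active means inhibition above about 50% at the single test dose, limit read from the data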;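 further: plate controls were DMSO with enzyme for no effect and no enzyme buffer wells for full effect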
# UBC13 inh – UBC13 polyubiquitin chain formation inhibitors, primary screen, biochemical, TR-FRET, uHTS; Ubiquitin-conjugating enzyme E2 N (Homo sapiens), P61088; inhibition, % at 20 µM; actives 0.47% (n = 330,000); AID 485273, 2010; in the data active means inhibition above about 45%, passing the limit was not always enough
# SENP8 block – SENP8 protease inhibitors, primary screen, biochemical, luminescence. purified SENP8, Z-RLRGG-aminoluciferin cleavage. inhibition, % at 10 µM. actives 1.2% (n = 330,000). AID 2540, 2010
# An asterisk follows results filed as active; . = not tested or not shown. Unless noted, no stated cut-off is given here; in the data, active means inhibition above about 50%; inactive means the rest. A portion of the library. The share of hits here may be higher or lower than overall.
SMILES,697 NFkB inh,Gli-Sufu antag,HKDC1 inh,Apaf1 inhib,Jurkat NFkB inh,SENP7 inh,UBC13 inh,SENP8 block
CCOc1ccccc1N1C(=O)CC(=O)NC1=O,-31,-12,-9,8,4,-15,-6,-12
O=C(CCc1nnc2ccc(NCc3ccccc3)nn12)N1CCC2(CC1)OCCO2,7,6,3,-5,-11,-18,2,-11
COc1ccccc1C1CC2CCC(C1OC(C)=O)N2Cc1ccccc1 (configuration not stated),-5,8,-5,2,-2,-5,-8,-5
CC(Cc1ccccc1)[n+]1cc(/N=C(\[O-])N(C)C)on1 (configuration not stated),-36,-8,-5,2,-9,-8,-16,-3
C/C(=N\N1CCCCCC1)c1c(O)n(-c2ccccc2)c(=O)[nH]c1=O,0,2,-10,6,-2,-1,4,5
COc1ccc(N2C(=O)/C(=C/c3ccc(C)o3)C(=O)NC2=S)c(OC)c1,0,7,3,-13,6,2,-10,9
O=C(c1c[nH]c2ccc(S(=O)(=O)N3CCC4(CC3)OCCO4)cc2c1=O)N1CCC2(CC1)OCCO2,8,7,-2,-5,0,5,2,4
CCC(=NCCN1CCCCC1)c1c(O)n(C)c(=O)n(C)c1=O,23,10,-32,0,13,3,9,5
CC(C)(C)c1ccc(C(=O)C2CCCN(C3CCC3)C2)cc1 (configuration not stated),-10,45,-4,0,-3,-1,0,-4
C=CCn1c(O)c(C(CC)=Nc2ccc(N(CC)CC)cc2)c(=O)[nH]c1=O,-13,23,-3,29,9,3,7,-2
O=c1[nH]c(=O)n(CCc2ccccc2)c(O)c1C=NCc1ccc2c(c1)OCO2,15,-8,0,3,11,-2,9,1
CC(C)Oc1cccc(C(=O)C2CCCN(Cc3ccon3)C2)c1 (configuration not stated),-40,-21,-2,-5,-15,-5,-22,-7
CN1C(=O)N(C)C(=O)C2(Cc3ccccc3N3CCCC32)C1=O (configuration not stated),-1,6,-7,4,2,-4,-3,-6
CCCC1=C(C(=O)OCC)C2(C(=O)Nc3ccccc32)C(C#N)=C(N)O1 (configuration not stated),13,2,15,8,8,0,-10,1
COc1ccccc1OC(=O)c1ccc(C)c(S(=O)(=O)N2CCOCC2)c1,-10,-15,-1,10,-15,-8,-3,-7
COC(=O)N1CCN(C(=O)Cc2ccc(Cl)c(Cl)c2)C(CN2CCCC2)C1 (configuration not stated),4,.,.,13,-16,-11,-9,-11
O=c1c2ccccc2[nH]c(=S)n1-c1ccc2c(c1)OCO2,30,9,0,-8,0,7,2,-1
O=C(c1ccccc1F)c1cn(Cc2ccc(F)cc2)c2ccccc12,4,0,8,12,0,0,16,-11
Cc1cc(O)c(CN2CC=C(c3ccccc3)CC2)cc1C(C)C,-11,28,1,10,1,-7,-8,-4
COc1ccc(-n2nc(C(=O)NCC(=O)N3CCC4(CC3)OCCO4)c3ccccc3c2=O)cc1Cl,-72,-66,-1,6,-58,0,3,3
COc1ccccc1CN1CCCC(C(=O)c2ccccc2SC)C1 (configuration not stated),7,12,-3,-16,8,-17,15,-2
CC1(C)Cc2c(C#N)c(N3CCNCC3)nc(-c3ccco3)c2CS1,9,5,1,5,3,2,0,-2
Cc1nn(Cc2ccccc2Cl)c(Cl)c1C(=O)OCC(=O)NCc1ccco1,6,-4,6,-9,19,1,10,4
CC(C)[C@]12CC(=O)[C@H](C)[C@H]1C2,2,-12,-2,1,-4,6,9,7
CCCCCCC(=O)N/N=C/c1c(O)n(C2CC2)c(=S)[nH]c1=O,16,0,-8,-6,3,-8,-21,-4

# Next entries:
SMILES,697 NFkB inh,Gli-Sufu antag,HKDC1 inh,Apaf1 inhib,Jurkat NFkB inh,SENP7 inh,UBC13 inh,SENP8 block
Cc1ccc(C2(O)CCN3CCCCC32)cc1 (configuration not stated),-2,-4,-1,-2,5,-3,6,-5
COc1ccc(CCC(=O)NCCc2cnc[nH]2)cc1,-5,0,-1,-8,5,-4,3,0
COc1ccc(-c2nn(CCC#N)cc2C(=O)Nc2ccccc2Br)cc1[N+](=O)[O-],19,2,-1,-21,1,5,7,0
N=C1c2ccccc2CN1NC(=O)c1ccc(F)cc1,4,-5,-8,-22,5,-3,0,-4
CC(=O)NN1C(=O)c2ccccc2NC1c1cccnc1 (configuration not stated),23,-2,-13,-1,8,5,16,-2
CCN1CCN(Cc2nnnn2C(C)(C)C)CC1,-2,-3,1,-10,11,-1,-1,2
CC(C(=O)c1c[nH]c2ccccc12)N1CCN(C(=O)c2ccco2)CC1 (configuration not stated),2,5,-2,-3,-4,0,6,4
Cc1ccccc1CN1CCCN(Cc2ccc(Cl)cc2)S1(=O)=O,10,-1,2,17,-13,-8,1,6
COCCCN1CCN(c2nnc3n2-c2sc(Br)cc2C(c2ccccc2Cl)=NC3)CC1,25,8,-7,0,-21,-2,-2,10
C=CCn1c(O)c(C(C)=NCc2ccco2)c(=O)[nH]c1=O,21,23,-1,-1,-1,6,3,1
CN(C)C(Cc1ccccc1)C(=O)c1ccc(-c2ccccc2)cc1 (configuration not stated),12,13,-3,11,-1,5,-7,-17
Cc1ccc(C)c(Cn2c(C(=O)O)c(C=O)c3ccccc32)c1,22,-1,-12,-6,-1,12,-9,1
Cc1ccc2[nH]c(C)c(CCNCc3ccco3)c2c1,0,4,-3,1,6,3,8,-14
CN1C2CCC1CC(OC(=O)c1ccc(Cl)cc1)C2 (configuration not stated),-5,3,-7,0,-3,2,6,-7
CCN1CCN(C(=O)Cc2ccccc2OC)CC1,0,-14,-4,-15,-7,5,5,-3
O=c1[nH]c(O)c(/C=C2\C=Nc3ccc(OCc4ccccc4)cc32)c(=O)[nH]1,-2,13,-4,5,-5,-15,-80,1
CCOC(=O)[C@@H]1[C@H]2COc3ccc(Br)cc3[C@H]2N2C(=O)N(c3cccc(C)c3)C(=O)[C@]12C,7,2,2,11,39,6,3,0
CC(=O)c1ccc(OC(C)C)c(Cc2c(O)[nH]c(=S)[nH]c2=O)c1,20,-6,-3,4,5,0,-11,0
CC(C)(C)NC(=O)Cn1cc(C(=O)c2ccccc2F)c2ccccc21,11,-1,-5,0,-7,-2,-2,1
Cc1cc(OCC(=O)O)c2c3c(c(=O)oc2c1)CCCC3,10,0,3,1,5,-4,16,-2
O=[N+]([O-])c1ccccc1CN1CC=C(c2ccc(F)cc2)CC1,-20,.,-2,7,-27,-6,-2,-1
CC(Cc1ccccc1)[n+]1cc(/N=C(\[O-])Nc2ccccc2)on1 (configuration not stated),18,-13,-5,-6,-9,6,0,6
CCn1c(NN=O)nc2ccccc21,7,70*,-16,-6,22,5,-32,-1
OC(CNC1CCCCC1)C(F)(F)F (configuration not stated),-8,21,0,-6,1,8,5,-2
COc1ccccc1N1CCN(CCc2ccccc2)CC1,-22,45,-6,-9,-14,-7,4,1

# Entries of single compounds, looked up by structure.
# C=CCn1c(O)c(C(C)=NCc2ccco2)c(=O)[nH]c1=O is listed as 697 NFkB inh: 21; Gli-Sufu antag: 23; HKDC1 inh: -1; Apaf1 inhib: -1; Jurkat NFkB inh: -1; SENP7 inh: 6; UBC13 inh: 3; SENP8 block: 1
# CCn1c(NN=O)nc2ccccc21 is listed as 697 NFkB inh: 7; Gli-Sufu antag: 70*; HKDC1 inh: -16; Apaf1 inhib: -6; Jurkat NFkB inh: 22; SENP7 inh: 5; UBC13 inh: -32; SENP8 block: -1

# Back to the main list, repeating the two entries before the break.
SMILES,697 NFkB inh,Gli-Sufu antag,HKDC1 inh,Apaf1 inhib,Jurkat NFkB inh,SENP7 inh,UBC13 inh,SENP8 block
OC(CNC1CCCCC1)C(F)(F)F (configuration not stated),-8,21,0,-6,1,8,5,-2
COc1ccccc1N1CCN(CCc2ccccc2)CC1,-22,45,-6,-9,-14,-7,4,1
CCCCn1c(=O)c(C(=O)Nc2cnccn2)c(O)c2ccccc21,-14,-1,-2,-3,-22,5,36,6
COc1cccc(N2C(=O)NC(=O)/C(=C\c3cn(C)c4ccccc34)C2=O)c1,-29,29,12,7,-36,-1,-36,-1
O=C(O)c1cccc2nc3ccccc3nc12,20,1,1,15,-7,13,-24,0
O=C(Nc1ccccc1)c1cccn(Cc2ccccc2)c1=O,-80,-34,-10,2,-4,-3,-3,-5
CCC(Oc1cc(Cl)ccc1Cl)C(=O)N1CCC2(CC1)OCCO2 (configuration not stated),-7,1,0,-2,9,-2,-2,5
COc1ccc(C(=O)Oc2cccc3cccnc23)cc1S(=O)(=O)N1CCOCC1,16,6,6,-16,-4,4,14,-1
Cc1ccc(-n2c(O)c(C=Nc3ccc(S(N)(=O)=O)cc3)c(=O)[nH]c2=O)cc1,6,-15,-1,0,16,4,7,-3
C=CCn1c(C)c(C=C2C(=O)NC(=O)NC2=O)c2ccccc21,17,1,10,8,9,1,-51,9
CCC(=NCCN1CCOCC1)c1c(O)n(-c2ccccc2C)c(=O)[nH]c1=O,15,3,-1,-1,-1,3,-1,1
COc1ccc(C2SCC(=O)Nc3c2c(=O)[nH]n3C2CCCCC2)cc1 (configuration not stated),20,5,-3,1,13,5,2,3
CCCCC(=O)N/N=C/c1c(O)n(-c2cccc3ccccc23)c(=O)[nH]c1=O,-3,2,-3,-6,0,0,-4,1
COC(=O)C1=C(c2ccc(OC(F)(F)F)cc2)C[C@@H]2CC[C@H]1N2C(=O)NCc1cccc2ccccc12,-1,12,5,12,1,6,-2,-5
Cc1ccc(S(=O)(=O)N2CC3CC(C2)c2cccc(=O)n2C3)cc1 (configuration not stated),-6,0,-7,-19,6,2,0,-2
CCCCCCn1c(O)c(C=NCCN2CCCCC2)c(=O)[nH]c1=O,24,5,-10,-1,8,1,-2,-11
CCOC(=O)C1(c2ccccc2)CCN(CCC(=O)Nc2ccccc2OC)CC1,-13,-1,2,12,11,-3,4,2
COC(=O)C1=C(c2ccc(S(C)(=O)=O)cc2)C[C@@H]2CC[C@H]1N2C(=O)NCc1ccc(F)cc1,20,-4,-4,-2,3,-11,-2,-2
COC(=O)C1=C(c2ccc(OC)c(OC)c2)C[C@@H]2CC[C@H]1N2C(=O)NC1Cc2ccccc2C1,-3,-13,-7,2,-18,1,3,-4
CC(Cc1ccccc1)NC=O (configuration not stated),-8,4,-2,6,13,-9,1,-7
CN(C)c1ccc(C=C2C(=O)NC(=S)NC2=O)cc1[N+](=O)[O-],7,4,-4,-10,11,-2,-39,5
Cc1cccc(-n2c(-c3cccs3)nc3ccccc3c2=O)c1,14,12,5,11,-10,0,15,-5
CCCc1nc2ccccc2c(=O)n1-c1ccc(OC)cc1,27,-5,6,-3,6,1,2,5
Cn1c(O)c(C(=N)COc2cccc(Cl)c2)c(=O)n(C)c1=O,8,-4,-1,-5,14,-2,-9,-4
Cc1ccc(/C=C2/C(=O)NC(=O)N(CC3CCCO3)C2=O)s1 (configuration not stated),-9,-13,-2,-17,2,2,1,1
CCc1ccc(CN2CCN(Cc3ccc(SC)cc3)CC2)cc1,-27,19,-9,8,21,5,8,9
Cc1ccnc(-n2c(C)cc(/C=C3\C(=O)NC(=S)N(C)C3=O)c2C)c1,8,8,-7,-4,4,-2,-5,5
CCC1C(C#N)=C(N)Oc2c1c(=O)oc1ccccc21 (configuration not stated),4,2,1,-2,10,-1,2,3
COC(=O)[C@@H]1C[C@H]1[C@@H](NP(=O)(c1ccccc1)c1ccccc1)c1ccccc1,25,20,-9,10,2,-12,3,-1

# Limited to UBC13 inh, for some of the entries so far:
SMILES	UBC13 inh
CCCCCCn1c(O)c(C=NCCN2CCCCC2)c(=O)[nH]c1=O	-2
CCOC(=O)C1(c2ccccc2)CCN(CCC(=O)Nc2ccccc2OC)CC1	4

# Bioassay records: PubChem BioAssay, Sanford-Burnham Center for Chemical Genomics
